Screens from PubChem.
BAP1 inh – inhibitors of BAP1 deubiquitinase, primary screen, biochemical, Ub-AMC fluorescence, kinetic. recombinant BAP1, Ub-AMC hydrolysis fluorescence kinetic; stronger effect = lower value. activity remaining (% of control), % at 20 µM. 0.48% of 72,000 active;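 active = activity remaining at or below 50% of control, provided the compound also passes the data quality filters; inactive = the rest, including low values that fail the filters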;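 also: 100% = DMSO wells rate and 0% = substrate alone blank rate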
HePTP inh – inhibitors of human HePTP phosphatase, primary screen, biochemical, absorbance, leukemia target; recombinant HePTP phosphatase activity, OD absorbance; 0.64% of 110,000 active; inhibition, % at 20 µM; Tyrosine-protein phosphatase non-receptor type 7 (Homo sapiens), P35236; in the data active = inhibition above about 50%;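 also: plate controls were vehicle for no effect and reference inhibitor for full effect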
Target sequence (P35236 whole entry, looked up): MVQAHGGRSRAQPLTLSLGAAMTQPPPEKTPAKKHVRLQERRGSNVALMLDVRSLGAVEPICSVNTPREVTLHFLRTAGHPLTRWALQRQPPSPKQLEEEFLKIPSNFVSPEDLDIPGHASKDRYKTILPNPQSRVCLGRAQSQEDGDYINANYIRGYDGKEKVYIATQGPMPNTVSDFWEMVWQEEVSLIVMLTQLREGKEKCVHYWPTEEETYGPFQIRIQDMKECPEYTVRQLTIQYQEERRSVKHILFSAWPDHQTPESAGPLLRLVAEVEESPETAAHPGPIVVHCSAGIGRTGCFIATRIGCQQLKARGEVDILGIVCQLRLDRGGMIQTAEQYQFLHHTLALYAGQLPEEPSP
Active calls of the source: *; · = not tested or not shown; & = joins results of further samples.

BAP1 inh,HePTP inh,mol
·,7,COC(=O)C(=CC(C(=O)OC)C(=O)OC)C(=O)OC
·,1,CCOc1ccc(NC(=O)c2c(Cl)ccc(Cl)c2OC)cc1
117,8,Cc1ccccc1NS(=O)(=O)c1cc(C(N)=O)ccc1C
·,-6,COc1cc(OC)c(OC)cc1CN1CCN(Cc2cccn2C)CC1
113,3,COc1ccccc1CN1CC(C(=O)N2CCN(c3ccc(F)cc3)CC2)CC1=O (centres undefined)
·,4,COc1ccc(C(=O)NCC2(c3ccccc3)CCCC2)c(OC)c1
125,-3,Cc1nn(-c2nc3ccccc3n2Cc2ccccc2)c2c1C(=O)CC(C)(C)C2
102,2,Cc1ccc(N(CC(O)CN(C)C)S(=O)(=O)c2ccccc2)cc1 (centres undefined)
93,2,CCOC(=O)c1sc(=N)n(-c2ccc(OC)cc2)c1C
74,-7,CCOC(=O)c1cc(-c2ccco2)nc2c1c(C)nn2-c1ccccc1
·,9,CCOc1ccc(N(CC(=O)NCCc2ccc(OC)c(OC)c2)S(=O)(=O)c2ccc(Br)cc2)cc1
80,8,COc1cccc(C(=O)CN2CCC(NC(=O)NC3CCCCC3)CC2)c1
156,·,CC1=C(C(=O)Nc2ccc(C)cc2)C(c2ccc(Br)cc2)n2ncnc2N1 (centres undefined)
·,-3,Cc1ccccc1C(=O)NNC(N)=S
98,2,Cc1ccc(-c2nnn(CC(=O)NC3CC4CCC3C4)n2)cc1 (centres undefined)
102,4,COc1cccc(C(=O)N2CCN=C2SCc2cccnc2)c1OC
·,9,CCCc1[nH]n(-c2nc3ccccc3s2)c(=O)c1C=NCCc1ccccc1
104,1,Cn1c(Cn2c(=O)sc3ccccc32)nnc1SCC(=O)NCc1ccccc1Cl
94,-1,Cn1c(=O)c2c(nc(N3CCCCCC3)n2CC(=O)c2ccccc2)n(C)c1=O
·,7,C/C(=N\OCC(=O)N=Nc1c(O)n(CN2CCCC2)c2ccccc12)c1ccc(C)cc1

Structures shown so far with a Cl atom (2):
BAP1 inh,HePTP inh,mol
·,1,CCOc1ccc(NC(=O)c2c(Cl)ccc(Cl)c2OC)cc1
104,1,Cn1c(Cn2c(=O)sc3ccccc32)nnc1SCC(=O)NCc1ccccc1Cl

Later entries:
BAP1 inh,HePTP inh,mol
100,-1,CCCCn1c(=N)n(CC(O)COc2ccc(C)cc2)c2ccccc21 (centres undefined)
89,6,Cc1ccc(SC(C)c2nc(-c3cccnc3)no2)cc1 (centres undefined)
·,-2,CC(C)Cn1cc(C(=O)NCCCN2CCCC2=O)c2c3ccccc3n(C)c2c1=O
·,6,c1ccc(CN=C2CCCc3ccccc3N2)cc1
100,4,O=C(COc1ccccc1)NC(Cc1c[nH]c2ccccc12)C(=O)O (centres undefined)
102,3,Cc1[nH]nc2c1C(c1ccccc1F)CC(=O)N2 (centres undefined)
122,5,CCn1cc(NC(=O)Nc2ccccc2C(=O)OC)c(C(N)=O)n1
81,9,COc1ccc(OC(C)C(=O)NC2CC(C)(C)NC(C)(C)C2)cc1 (centres undefined)
89,3,Cc1cnc(C(=O)Nc2ccc3c(c2)CCC3)cn1
120,12,COc1ccc(-n2c(SCC(=O)NCC3CCCO3)nc3n[nH]c(C)c3c2=N)cc1 (centres undefined)
·,5,Cc1ccc(N(CC(=O)Nc2cccc(Cl)c2C)S(C)(=O)=O)cc1
121,-1,CCOC(=O)C1=C(C)NC(SCC(=O)Nc2cc(C)on2)=C(C#N)C1c1cccs1 (centres undefined)
101,8,COC(=O)c1cc(C(=O)OC)cc(S(=O)(=O)Nc2ccc(Cl)c(N)c2)c1
105,4,CN(C(=O)CSc1ncccc1C(=O)O)c1ccccc1
·,0,C=CCNC(=O)c1ccc(N2C(=O)c3ccccc3C2=O)cc1
53,21,CCCCCc1nnc(NC(=O)C2CCCO2)s1 (centres undefined)
86,-4,O=C(Cn1ncc2c(=O)oc3ccccc3c21)NCC1COc2ccccc2O1 (centres undefined)
104,·,COc1ccc(C=Nc2ccc3c(c2)c2nc4ccccc4nc2n3C)c(O)c1
·,-6,O=C(Nc1ccccc1C(F)(F)F)c1cc2ccccc2oc1=O
96,7&4,COc1ccc(CSc2nc(C)cc(=O)[nH]2)cc1

Reformatted: 4 of the compounds above
Second line of a record – BAP1 inh	HePTP inh
> COc1cccc(C(=O)N2CCN=C2SCc2cccnc2)c1OC
→ 102	4
> CCCc1[nH]n(-c2nc3ccccc3s2)c(=O)c1C=NCCc1ccccc1
→ ·	9
> Cn1c(Cn2c(=O)sc3ccccc32)nnc1SCC(=O)NCc1ccccc1Cl
→ 104	1
> Cn1c(=O)c2c(nc(N3CCCCCC3)n2CC(=O)c2ccccc2)n(C)c1=O
→ 94	-1

(list continues)
BAP1 inh,HePTP inh,mol
·,-1,CCOC(=O)C1SC(c2ccccc2)C(C#N)C1(O)c1ccccc1 (centres undefined)
·,6,O=C1N/C(=N\N=C\c2ccccc2F)SC1Cc1cccc([N+](=O)[O-])c1 (centres undefined)
196,0,Cc1nc2ccc3nc(NC(=O)c4ccc(S(=O)(=O)N5CCOCC5)cc4)sc3c2s1
114,15,Cc1cc(Br)c(S(=O)(=O)n2nnc3ccccc32)cc1C
96,5,COc1ccc(S(=O)(=O)N2CCC(NC(=O)Nc3ccc(C)cc3)CC2)cc1
·,2,Cc1ccc(N2C(=O)CSC2c2ccc(Cl)cc2)cc1C (centres undefined)
·,1,O=S(=O)(NCc1ccccc1)c1cccc(S(=O)(=O)c2ccccc2)c1
80,6,O=C(c1cccc(F)c1)N1CCN(C(=O)c2cc(-c3ccc(Cl)cc3Cl)on2)CC1
70,-1,COc1cc(C)c(Br)cc1S(=O)(=O)N1CCCC1
88,·,COCCn1c(C)cc(C(=O)CSc2nnc3scc(-c4ccc(Cl)cc4)n23)c1C
·,-11,O=C(CSc1cc(Cl)ccc1Cl)Nc1cccc(Cl)c1
95,6,CN(C)c1cc(-c2ccccc2)nc(N)n1
63,7,COc1cccc(N2CCN(C(=O)CCn3c(=S)[nH]c4cc5c(cc4c3=O)OCO5)CC2)c1
134,2,O=C(Cn1nnc(-c2cccc(C(F)(F)F)c2)n1)NC(=O)NCc1ccco1
·,10,CCOC(=O)C1=C(C)N=C2c3ccccc3C(=O)C2C1c1ccc(Cl)cc1 (centres undefined)
·,-11,O=C(NCc1ccco1)c1nn2c(c1Cl)NC(c1cccs1)CC2C(F)(F)F (centres undefined)
·,5,CCCCN(C(C)=O)c1ccc(C(=O)O)cc1
·,4,COc1cccc(C2NC(=O)NC(C)=C2C(=O)OCCc2ccccc2)c1OC (centres undefined)
104,-3,CC(=O)Nc1cn(C(C)=O)c(C)n1
88,6,Cc1ccc(/C(O)=C2\C(=O)C(=O)N(CC(C)O)C2c2ccc(N(C)C)cc2)cc1 (centres undefined)

Grouped by structure: the compounds so far containing a cyano group
BAP1 inh,HePTP inh,mol
121,-1,CCOC(=O)C1=C(C)NC(SCC(=O)Nc2cc(C)on2)=C(C#N)C1c1cccs1 (centres undefined)
·,-1,CCOC(=O)C1SC(c2ccccc2)C(C#N)C1(O)c1ccccc1 (centres undefined)

Carrying on.
BAP1 inh,HePTP inh,mol
110,2,Brc1cccc(-c2nnc3n2CCCCC3)c1
110,-4,CCC(=O)Nc1ccc(-c2nn3c(C)nnc3s2)cc1C
99,-3,CC1CCCCN1S(=O)(=O)c1ccc2c(c1)CCN2C(=O)CCC(=O)O (centres undefined)
90,4,CCCc1nc(N)nc2c1C(=O)CC(C)(C)C2
·,3,Cc1ccc(C(=O)O)cc1NC(=O)C(c1ccccc1)c1ccccc1
·,10,CCOC(=O)c1c(C)[nH]c(C(=O)CSc2nnc(CC(C)c3ccccc3)o2)c1C (centres undefined)
·,4,CC(C)(C)c1ccc(OCCCCCn2ccnc2)cc1
·,-7,Cc1ccc(C(C)C)c(OCC(=O)N/N=C/c2ccncc2)c1
·,7,O=Cc1cc(Cl)c(OCc2ccccc2Cl)c(Cl)c1
96,-14,O=C(Nc1ncnc2sc3c(c12)CCC3)c1ccco1
101,17,CCN(CC)C(=O)c1ccc(COc2ccccc2Br)o1
·,10,Cc1ccc(S(=O)(=O)N=C2C=CC(=O)C=C2)c(C)c1
·,3,O=S(=O)(NCC1CCCO1)c1ccc2c(c1)OCCO2 (centres undefined)
·,3,CC(C(=O)O)n1c(O)c(/C=C2/C=Nc3ccccc32)sc1=S (centres undefined)
57,3,CCOC(=O)Nc1ccc2c(c1)Nc1ccccc1S2
85,3,CCOc1ccc(-n2c(Cc3cc(=O)[nH]c(=O)[nH]3)nnc2SCC(N)=O)cc1
104,-7,COc1cc(C(=O)NCCC(=O)NC2CCCCCCC2)cc(OC)c1OC
133,4,CCn1cnc2sc(C(=O)O)c(C)c2c1=O
·,4,COC(=O)c1ccc(C=NN2CCN(Cc3ccccc3)CC2)cc1
·,-5,O=C(Nc1nc(C23CC4CC(CC(C4)C2)C3)cs1)c1ccc(F)cc1

Profiles, quoted from the list. Screens in order: BAP1 inh | HePTP inh
CCOC(=O)c1c(C)[nH]c(C(=O)CSc2nnc(CC(C)c3ccccc3)o2)c1C (centres undefined) reads · | 10
CCn1cnc2sc(C(=O)O)c(C)c2c1=O reads 133 | 4
Brc1cccc(-c2nnc3n2CCCCC3)c1 reads 110 | 2

New compounds follow
BAP1 inh,HePTP inh,mol
·,-3,CCc1ccccc1NC(=O)CN(c1ccccc1OC)S(=O)(=O)c1ccccc1
·,0,CC(=O)COc1ccc2c3c(c(=O)oc2c1C)CCCC3
92,-3,COc1cc(C)nc(N2CCCC(C(=O)Nc3cccc(Cl)c3Cl)C2)n1 (centres undefined)
94,8,O=C(Nc1ccccc1)N(CCc1nc2ccccc2[nH]1)C1CCCC1
·,4,Nc1nc(Oc2ccc(F)cc2)c(Br)c(=O)[nH]1
·,8,Cc1cc(-c2nc3ncccc3o2)ccc1N
·,-17,COc1ccc(Cl)cc1N(CC(=O)Nc1cccc2cccnc12)S(=O)(=O)c1ccc(C)cc1
65,11,Cn1cccc1-c1cc(C(=O)O)[nH]n1
·,7,COc1ccc2c(c1)cc(C(=O)O)n2C
103,9,O=C(CN1CCN(c2ccc(F)cc2)CC1)OCc1ccccc1
·,-9,Cc1ccc(OCCCN2CCOCC2)cc1
87,6,Cc1cccc(NC(=O)C2CCCN2C(=O)OCC(C)C)c1C (centres undefined)
·,-1,CCOc1cccc(C2C(C(=O)Nc3ccccc3C)=C(C)NC3=C2C(=O)CCC3)c1 (centres undefined)
90,4,CCN(CC)S(=O)(=O)c1ccc(Cl)c(C(=O)Nc2nnc(C)s2)c1
86,4,Fc1ccc(-c2nnc3sc(C4COc5ccccc5O4)nn23)cc1 (centres undefined)
·,0,Cc1cn(S(=O)(=O)c2ccc(Cl)cc2)c(C)n1
·,0,COC(=O)C1=C(C)NC(=O)CC1c1cccc(Cl)c1 (centres undefined)
87,-9,Cc1cccc(-n2ncc3c(Nc4ccc(F)cc4)ncnc32)c1
·,-4,Cc1ccc(NC(=O)C2CC2(c2ccccc2)c2ccccc2)cc1 (centres undefined)
·,-4,CCCC(=O)Nc1cccc(NC(=S)NC(=O)c2ccccc2Cl)c1
·,6,C#CCSc1nc2ccccc2n1C(=O)c1cccs1
67,2,COc1ccc(F)cc1S(=O)(=O)N1CCN(Cc2ccc3c(c2)OCO3)CC1
·,0,Brc1cccc(-c2nnc(SCc3ccccc3)o2)c1
140,6,CC(SCCc1ccccn1)C(=O)O (centres undefined)
·,-4,ON1C(c2ccc(Cl)cc2Cl)N(O)[C@H]2CCCC[C@H]21 (some centres undefined)
100,6,Cc1onc(-c2ccccc2Cl)c1C(=O)N1CCN(c2cccc(Cl)c2)CC1
·,-10,COC(=O)c1ccc(-c2ccc(/C=C3/SC(=S)N(C)C3=O)o2)cc1
104,4,CCn1cc(C(=O)NCc2ccccc2OC)c(=O)c2ccc(C)nc21
·,11,COc1ccc(S(=O)(=O)N2CCC(C(=O)N3CCN(c4ccccc4OC)CC3)CC2)cc1
69,1,CC(=O)N(C)c1nc(-c2ccc(Cl)cc2)cs1
·,11,COc1ccc2[nH]c(=O)c(CN(C(=O)C3CCCO3)c3ccc(C)cc3)cc2c1 (centres undefined)
122,4,c1ccc(Oc2cccc(NC3=NCCC3)c2)cc1
134,-1,COc1ccccc1-c1nc(S(=O)(=O)c2ccc(Cl)cc2)c(N(C)C)o1
112,-2,O=C(COC(=O)c1ccccc1Oc1ccccc1)NC1CCS(=O)(=O)C1 (centres undefined)
105,11,Cc1cc(C)cc(N(C(=O)C2CCCC2)C2C=CS(=O)(=O)C2)c1 (centres undefined)
101,13,COC(=O)C1Sc2[nH]c(=O)sc2C2c3ccccc3OC(=O)C12 (centres undefined)
69,1,CCc1cccc(NC(=O)Cn2cccc2)c1
91,3,CCOC(=O)Cn1c(=O)oc2cc(S(=O)(=O)N3CCN(c4ccccn4)CC3)ccc21
113,2,Cn1c(SCc2cccc3ccccc23)nnc1-c1ccco1
